DUSP1 inh: inhibitors of human MKP-1 phosphatase | P28562 | recombinant MKP-1, OMFP hydrolysis fluorescence | inhibition, %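 (compounds tested at a single concentration somewhere between 10 and 100 µM)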 | 0.15% of 65,000 active | AID 374;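 active = inhibition above about 50%, limit read from the data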;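 note: 0% = DMSO max control wells and 100% = wells with enzyme stopped by NaOH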
PKA inh: inhibitors of human protein kinase A | P17612 | PKA Kemptide phosphorylation, Kinase-Glo ATP luminescence | inhibition, % at 6 µM | 0.1% of 65,000 active | AID 524;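 active = inhibition above the screen-wide mean inhibition plus 3 SD, cut at about 21% in these data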; note: many of its hits are not listed in these tables
Abs 340nm: compound absorbs light at 340 nm; compound absorbance at 340 nm, fold over control; fold change at 10 µM; 65,000 tested, under 10 active; AID 708;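 active = at 10 µM dose, initial 340 nm absorbance at least 2 fold that of control wells; inactive = change under 2 fold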;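 note: initial absorbance extrapolated from kinetic A340 decline of NADH oxidation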
JNK3 inh: inhibitors of human JNK3 kinase; purified JNK3 kinase activity, HTS; inhibition, % at 8 µM; 0.61% of 60,000 active; AID 746; in the data active = inhibition above about 17%;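 note: 0% = DMSO and 100% = reference inhibitor; many of its hits are not listed in these tables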
Target sequence (P53779 whole entry, looked up): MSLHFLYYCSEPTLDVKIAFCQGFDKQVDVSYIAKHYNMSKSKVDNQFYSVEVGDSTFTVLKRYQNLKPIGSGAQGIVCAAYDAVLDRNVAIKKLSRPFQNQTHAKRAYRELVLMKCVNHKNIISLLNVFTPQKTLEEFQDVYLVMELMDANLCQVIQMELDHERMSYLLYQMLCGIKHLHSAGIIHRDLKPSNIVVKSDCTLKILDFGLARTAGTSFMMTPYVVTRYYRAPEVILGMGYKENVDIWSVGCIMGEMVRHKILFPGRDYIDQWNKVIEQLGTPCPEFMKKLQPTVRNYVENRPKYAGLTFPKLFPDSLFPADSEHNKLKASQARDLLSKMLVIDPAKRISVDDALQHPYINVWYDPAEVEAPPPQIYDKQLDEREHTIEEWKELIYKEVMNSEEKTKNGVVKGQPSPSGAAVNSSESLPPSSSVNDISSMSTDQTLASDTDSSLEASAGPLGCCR
ROCK2 blocker: inhibitors of human Rho kinase 2 | O75116 | purified ROCK2, Kinase-Glo ATP depletion luminescence | inhibition, % at 6 µM | 0.35% of 60,000 active;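 active = inhibition above the screen-wide mean inhibition plus 3 SD, cut at about 18% in these data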;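 note: plate controls were DMSO wells for no effect and Y-27632 control wells after no-enzyme background subtraction for full effect; many of its hits are not listed in these tables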
Her2 expr inh: lowers expression of human Her2 kinase | P04626 | SKBR-3 HER2 protein level, AlphaScreen, 18-24 h; hits give low values | HER2 level % of control, % at 10 µM | 0.69% of 65,000 active | AID 645;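 active = HER2 level under 5% of the carrier-only control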;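 note: 100% = DMSO carrier and 0% = 500 nM PU-H71 HSP90 inhibitor; lower value means stronger loss of Her2 protein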
Cdc25B inh: inhibitors of human Cdc25B phosphatase. P30305. recombinant Cdc25B, OMFP fluorescence Ex485/Em525. inhibition, %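 (compounds tested at 10 µM final in the well)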. 0.1% of 65,000 active. AID 368; in the data active = inhibition above about 50%
Autofluor 339: intrinsic fluorescence of library compounds, ex339/em460 – biochemical, MLSMR library, data from DPM-DC assay, artefact control, profiling panel; compound autofluorescence, ex339/em460 nm, NADH buffer; hits give high values; 1 = no-compound wells, NADH background; AID 709; fluorescence fold increase at 10 µM; 5.5% of 65,000 active;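 active = at 10 µM, mean starting fluorescence two-fold or more over control wells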;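 note: signal is the first read of a kinetic run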
Hsp90 inh: displaces geldanamycin probe from tumor Hsp90. inhibition, % at 30 µM. NCI-N417 lysate Hsp90, Cy3B-geldanamycin FP displacement. 0.35% of 64,000 active. P07900. AID 429;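 active = inhibition above 50%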;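 note: 0% = tracer plus lysate wells and 100% = tracer alone without lysate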
Active calls of the source: *; nt = not tested or not shown. A portion of the library (hit frequency here may not be typical).

mol | DUSP1 inh | PKA inh | Abs 340nm | JNK3 inh | ROCK2 blocker | Her2 expr inh | Cdc25B inh | Autofluor 339 | Hsp90 inh
Cn1c(NCc2cccnc2)nc2c1c(=O)n(Cc1ccccc1F)c(=O)n2C | -6.1 | 1.4 | 1.05 | 5.6 | 1.6 | 108.1 | -19.0 | 1.06 | 0.1
COc1ccc(-n2cnnc2)cc1 | 17.7 | 0.2 | 1.03 | nt | nt | 96.9 | -7.2 | 1.14 | nt
O=C(Cc1ccsc1)NCC(c1ccco1)N1CCCCC1 (stereo not drawn) | -12.1 | 9.2 | 1 | -3.5 | 4.8 | 107.1 | -14.6 | 1.09 | -11.6
Cc1c(C(=O)N2CC(C)OC(C)C2)sc2nc(-c3ccccc3)cn12 (stereo not drawn) | 24.7 | 10.2 | 1.01 | 0.0 | 8.6 | 115.3 | -44.0 | 1.01 | -1.4
CCc1ccccc1N(CC)C(=O)c1cn(C)c(=O)c2cc(OC)c(OC)cc12 | 22.3 | 9.3 | 0.98 | -1.8 | 6.7 | 87.5 | -5.0 | 1.12 | 0.4
CCCCOCCCNS(=O)(=O)c1ccccc1 | 3.9 | 1.7 | 1.03 | -0.3 | 1.5 | 160.8 | -7.1 | 1.14 | -3.2
O=C(CN(c1ccc(F)cc1)S(=O)(=O)c1ccc2c(c1)OCCO2)NCc1ccccn1 | -10.9 | 4.7 | 1.04 | 4.6 | 1.5 | 52.2 | 8.2 | 1.05 | 0.6
CCCCn1cnc2c(cnn2-c2ccc(Cl)cc2)c1=O | 2.5 | 8.4 | 0.98 | -7.1 | 6.3 | 185.9 | -7.1 | 1.02 | -2.9
O=C(Cc1ccc2cccnc2c1)c1ccc(O)cc1O | -0.5 | 0.0 | 1.18 | 9.0 | 3.6 | 116.0 | -9.3 | 0.96 | -1.6
N#CC1=C(SCC(=O)c2ccc(Br)cc2)NC2=C(C(=O)CCC2)C1c1ccco1 (stereo not drawn) | -13.3 | 0.6 | 1.03 | 3.5 | 2.4 | 96.2 | 14.3 | 1.06 | -5.0
O=C(Nc1cccc(-c2nnc(-c3ccccc3)o2)c1)C1CCCO1 (stereo not drawn) | 16.4 | 5.4 | 1.01 | 3.6 | 5.6 | 84.0 | 1.5 | 1.08 | 2.4
COc1ccccc1NC(=O)CSc1nnnn1C | 6.8 | 0.6 | 0.99 | 2.2 | 2.4 | 93.5 | -3.5 | 1.08 | 1.8
C=CCn1c(=O)n(CCOC)c(=O)c2sc3ccccc3c21 | -3.6 | -1.6 | 1.03 | 16.8 | 4.4 | 95.1 | -3.4 | 2.4* | 1.2
CCn1c(=O)c2c(cnn2C)c2ccccc21 | -12.1 | 15.9 | 0.98 | 7.7 | 10.7 | 75.5 | -9.9 | 1.07 | 0.8
O=C(O)C1CCN(c2nc(-c3ccccc3)nc3c2oc2ccccc23)CC1 | -7.3 | 5.4 | 1.06 | -0.1 | 4.7 | 68.5 | 0.4 | 1.18 | 0.5
Cc1ccc(S(=O)(=O)NC(C)C(=O)NC2CCCCCC2)cc1 (stereo not drawn) | 5.8 | 7.8 | 1.01 | nt | nt | 94.0 | -13.9 | 1.06 | -21.2
Cn1c2c(c(=O)n(C)c1=O)CN(Cc1ccc(F)cc1)CN2 | 1.8 | 8.0 | 1.01 | 0.5 | 5.5 | 53.4 | 2.2 | 1.06 | 1.8
O=C1NC(c2cc3c(cc2Cl)OCO3)Oc2ccccc21 (stereo not drawn) | 16.1 | -12.4 | 0.99 | 1.1 | 1.4 | 52.9 | 6.3 | 1.25 | -0.6
Cc1onc(-c2c(F)cccc2Cl)c1C(=O)OCC(=O)Nc1c(C)n(C)n(-c2ccccc2)c1=O | 6.5 | 7.4 | 1.01 | nt | nt | 79.8 | -4.3 | 1.07 | nt
COc1ccc(CNC(=O)c2noc3c2CCCC3)cc1 | 2.0 | 8.8 | 1 | -1.2 | 2.8 | 97.0 | -9.9 | 1.16 | -2.8

(next part)
mol | DUSP1 inh | PKA inh | Abs 340nm | JNK3 inh | ROCK2 blocker | Her2 expr inh | Cdc25B inh | Autofluor 339 | Hsp90 inh
Cc1ccc(CCN2CC(C(=O)NCCCN3CCCCCC3)CC2=O)cc1 (stereo not drawn) | -7.6 | 1.3 | 1.03 | 6.7 | -3.0 | 95.9 | -19.0 | 1.13 | -1.4
C=CCc1ccccc1OCC(CN1CCCCC1)OC(C)=O (stereo not drawn) | 3.1 | 7.7 | 0.99 | 0.1 | 0.7 | 112.3 | -11.0 | 1.27 | -2.2
COC(=O)C1C(=O)C2=C(CC1C)NC(=O)CC2c1ccccc1 (stereo not drawn) | -10.9 | 3.8 | 1.01 | -4.4 | 5.6 | 82.1 | 2.2 | 1.06 | -2.5
Cc1nn(C)c(C)c1S(=O)(=O)N1CCC(C(=O)NC2CCCc3ccccc32)CC1 (stereo not drawn) | 11.2 | 2.7 | 1.02 | 2.2 | 3.7 | 97.4 | -4.3 | 1.09 | -0.1
CCOc1nc(-c2ccccc2)ccc1-c1noc(COC)n1 | 16.3 | -5.5 | 1.05 | nt | nt | 97.2 | -14.0 | 1.24 | -3.0

Reformatted: results already given
Sequence of screens: DUSP1 inh | PKA inh | Abs 340nm | JNK3 inh | ROCK2 blocker | Her2 expr inh | Cdc25B inh | Autofluor 339 | Hsp90 inh
Cc1nn(C)c(C)c1S(=O)(=O)N1CCC(C(=O)NC2CCCc3ccccc32)CC1 (stereo not drawn)
→ 11.2 | 2.7 | 1.02 | 2.2 | 3.7 | 97.4 | -4.3 | 1.09 | -0.1
CCOc1nc(-c2ccccc2)ccc1-c1noc(COC)n1
→ 16.3 | -5.5 | 1.05 | nt | nt | 97.2 | -14.0 | 1.24 | -3.0

Complete entries, looked up by structure.
Results for O=C(Cc1ccsc1)NCC(c1ccco1)N1CCCCC1 (stereo not drawn) : DUSP1 inh = -12.1; PKA inh = 9.2; Abs 340nm = 1; JNK3 inh = -3.5; ROCK2 blocker = 4.8; Her2 expr inh = 107.1; Cdc25B inh = -14.6; Autofluor 339 = 1.09; Hsp90 inh = -11.6
Results for CCCCn1cnc2c(cnn2-c2ccc(Cl)cc2)c1=O : DUSP1 inh = 2.5; PKA inh = 8.4; Abs 340nm = 0.98; JNK3 inh = -7.1; ROCK2 blocker = 6.3; Her2 expr inh = 185.9; Cdc25B inh = -7.1; Autofluor 339 = 1.02; Hsp90 inh = -2.9
